Rv3671c protease = Rv3671c serine protease inhibitors, primary screen, biochemical, fluorescence polarization, M. tuberculosis H37Rv; inhibition, % at 5.96 µM; 320,000 tested, 0.048% active; P9WHR9; AID 2606, 2010; in the data active means inhibition above about 38%;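 further: extracellular domain of Rv3671c used as enzyme; 0% = enzyme with DMSO and 100% = no enzyme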
MazEF act = activators of E. coli MazEF toxin-antitoxin RNase, primary screen, biochemical, fluorescence, uHTS; activation, % at 20 µM; Endoribonuclease toxin MazF (Escherichia coli (strain K12)), P0AE70; FAM/BHQ RNA-DNA oligo cleavage fluorescence, 5 h; AID 504720, 2011; 350,000 tested, 0.32% active; in the data active means activation above about 50%
Target sequence (P0AE70 whole entry, looked up): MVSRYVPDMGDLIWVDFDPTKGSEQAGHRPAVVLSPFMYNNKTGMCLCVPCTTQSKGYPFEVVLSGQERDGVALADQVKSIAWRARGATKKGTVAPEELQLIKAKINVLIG
VHR inh abs = VHR1 phosphatase inhibitors, primary screen, biochemical, absorbance, uHTS; inhibition, % at 13.3 µM; 290,000 tested, 0.52% active; AID 1654, 2009; recombinant VHR phosphatase, pNPP absorbance; in the data active means inhibition above about 50%; further: some compounds called inactive have numbers as strong as hits
CCHF vOTU inh = CCHFV vOTU protease inhibitors, primary screen, biochemical, Pep-AMC substrate, fluorescence; inhibition, % at 11.5 µM; Crimean-Congo hemorrhagic fever virus L polyprotein viral ovarian tumor (vOTU) protease …; 370,000 tested, 0.55% active; in the data active means inhibition above about 30%; further: 0% = vehicle wells with enzyme and 100% = no enzyme wells
BoNT-A LC inh2 = BoNT/A light chain protease inhibitors, primary screen, biochemical, flow cytometry, MLPCN library. Botulinum neurotoxin type A light chain protease (Clostridium botulinum A str. ATCC 3502). multiplex microsphere protease substrate cleavage. inhibition, % at 10 µM. 360,000 tested, 0.17% active; further: plate controls were buffer without enzyme for full effect and enzyme alone for no effect
Anthrax LF inh2 = Bacillus anthracis LF protease inhibitors, primary screen, biochemical, multiplex microsphere, MLPCN library. multiplex microsphere protease cleavage assay. inhibition, % at 10 µM. Lethal factor (Bacillus anthracis), P15917. 360,000 tested, 0.12% active; further: plate controls were buffer without enzyme for full effect and enzyme alone for no effect
Target sequence (P15917 whole entry, looked up): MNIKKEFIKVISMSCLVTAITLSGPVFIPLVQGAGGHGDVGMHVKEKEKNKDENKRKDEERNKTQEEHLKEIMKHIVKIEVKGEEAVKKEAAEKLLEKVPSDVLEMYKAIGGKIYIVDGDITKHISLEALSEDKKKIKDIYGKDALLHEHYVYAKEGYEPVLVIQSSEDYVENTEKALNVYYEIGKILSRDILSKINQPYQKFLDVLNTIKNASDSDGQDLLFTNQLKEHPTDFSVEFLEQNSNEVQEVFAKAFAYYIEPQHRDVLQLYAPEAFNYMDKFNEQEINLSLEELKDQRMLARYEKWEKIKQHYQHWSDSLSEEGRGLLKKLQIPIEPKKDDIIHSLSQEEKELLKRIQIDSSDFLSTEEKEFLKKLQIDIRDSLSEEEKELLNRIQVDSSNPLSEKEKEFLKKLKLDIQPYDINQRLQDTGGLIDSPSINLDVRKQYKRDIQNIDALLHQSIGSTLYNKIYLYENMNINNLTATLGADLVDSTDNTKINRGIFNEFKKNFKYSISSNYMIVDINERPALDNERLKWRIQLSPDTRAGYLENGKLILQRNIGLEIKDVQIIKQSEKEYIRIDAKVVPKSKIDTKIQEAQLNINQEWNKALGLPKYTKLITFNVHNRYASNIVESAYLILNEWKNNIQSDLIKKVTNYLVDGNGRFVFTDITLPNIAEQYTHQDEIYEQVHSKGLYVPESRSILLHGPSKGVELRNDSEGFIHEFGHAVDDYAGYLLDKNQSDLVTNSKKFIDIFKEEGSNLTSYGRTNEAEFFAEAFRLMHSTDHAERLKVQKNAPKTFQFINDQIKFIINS
3CLpro inhibitor = SARS-CoV 3CLpro protease inhibitors, primary screen, biochemical, quenched FRET; Replicase polyprotein 1ab (Severe acute respiratory syndrome coronavirus), P0C6X7; recombinant SARS-CoV 3CLpro, quenched FRET peptide cleavage; inhibition, % at 6 µM; 290,000 tested, 0.14% active; AID 1706, 2009; in the data active means inhibition above about 12%
BoNT F protease = BoNT/F light chain protease inhibitors, primary screen, biochemical, flow cytometry, MLPCN library. Botulinum neurotoxin type F light chain protease (Clostridium botulinum). Multiplex microsphere protease cleavage assay. inhibition, % at 10 µM. 360,000 tested, 0.22% active. AID 588497, 2011; in the data active means inhibition above about 35%, passing the limit was not always enough; inconclusive means no clear call, values can overlap the other calls; further: plate controls were buffer without enzyme for full effect and enzyme alone for no effect
SSB-PriA inh = inhibitors of Klebsiella pneumoniae PriA binding to SSB C-terminal tail, primary screen, biochemical, AlphaScreen | PriA–SSB C-terminal tail interaction (Klebsiella pneumoniae) | AlphaScreen SSBct-PriA binding, biotinylated peptide | inhibition, % at 33 µM | 430,000 tested, 0.6% active | AID 1272365, 2023; in the data active means inhibition mostly above about 37%, no sharp cut-off; inactive means mostly below about 20%;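 further: plate controls were negative control peptide for no effect and reference peptide for full effect; strong numbers were not always called active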
PrPC surface inh = inhibitors of human cell surface prion protein PrPC, primary screen, cell-based, TR-FRET | Major prion protein (Homo sapiens), P04156 | TR-FRET read-out | inhibition, % at 13.8 µM | 370,000 tested, 0.43% active | AID 720596, 2013; in the data active means inhibition above about 24%; further: 0% = median of the test wells and 100% = reference compound wells
* hit, by the source's call; ? = inconclusive; nt = no result given; & = joins results of further samples. Unless noted, no stated cut-off is given here; in the data, active means inhibition above about 30%; inconclusive means no clear call, values can overlap the other calls; inactive means below that. The list is partial, so the mix of outcomes need not match the whole.

SMILES	Rv3671c protease	MazEF act	VHR inh abs	CCHF vOTU inh	BoNT-A LC inh2	Anthrax LF inh2	3CLpro inhibitor	BoNT F protease	SSB-PriA inh	PrPC surface inh
Cc1cc(=O)oc2cc(OCC(=O)N3C[C@H]4C[C@@H](C3)c3cccc(=O)n3C4)ccc12	-3	0	0	-6	-0.2	4	1	-5	nt	0
Cc1ccc(CNC(=O)c2ccc(Cn3nc(C)c(Cl)c3C)o2)cc1	-6	-5	25	-1	0.0	-7	-4	-4	-2	0
O=C(COc1ccccc1)N=C1SC2CS(=O)(=O)CC2N1c1ccccc1F (centres undefined)	-16	2	11	6	-0.8	0	6	0	23	-5
O=C1NC(Nc2nc3ccccc3s2)(C(F)(F)F)C(=O)N1C1CCCCC1 (centres undefined)	-16	-12	35	14	-0.7	-4	2	-4	9	10
C=CCn1c2ccccc2c2nnc(SCC(=O)NC(C(=O)OC)C(C)C)nc21 (centres undefined)	1	6	-11	2	-0.2	-2	-2	-2	5	-2
CC12CCC(O)CC1=CCC1C2CCC2(C)C(c3ccn[nH]3)CCC12 (centres undefined)	nt	5	nt	18	0.8	-4	nt	-8	-7	12
Cc1ccc(S(=O)(=O)NCCN2CCN(S(=O)(=O)c3ccccc3Cl)CC2)cc1	5	-2	nt	3	1.5	1	nt	3	-5	-1
CCN(CC)c1ccc(NC(=O)CCS(=O)(=O)c2ccc(Br)cc2)c(C)c1	1	6	52*	5	1.4	-4	1	30	8	-6
C=CCN(CC=C)Cc1cc(=O)oc2ccccc12	nt	nt	nt	6	0.0	-5	nt	6	nt	21
CC1CCc2c(sc3ncnc(SCC(=O)Nc4ccc(C(=O)O)cc4)c23)C1 (centres undefined)	5	-5	7	-21	-3.5	0	5	10	10	-1
COc1ccccc1N1CCN(C(=O)CCC(=O)Nc2nnc(C(C)C)s2)CC1	4	2	-20	-9	0.1	-1	3	2	-1	2
O=C1NC(=O)C(=CC=Cc2ccccc2)S1	nt	-5	nt	19	0.3	-7	nt	-2	nt	-5
C[C@H]1C=C(C(=O)N2CCN(Cc3ccc4c(c3)OCO4)CC2)O[C@@H](OCc2ccc(CO)cc2)C1	5	-3	16	-2	-0.1	2	-6	2	-7	6
O=NN(Cc1cccnc1)Cc1cccnc1	nt	nt	nt	-4	-1.2	-4	nt	-14	nt	-2
Cc1cc(-c2ccccc2)nc(N/N=C/c2ccccc2)n1	-1	8	-3	5	-0.8	-1	0	0	nt	-8
O=C1CC(=O)N(C2CCCCC2)C(=O)N1c1ccccc1S(=O)(=O)Oc1ccccc1	nt	nt	nt	3	0.6	-4	nt	6	nt	0
O=C(O)CCCCCN=C1CCc2ccccc2N1	nt	-9	25	-16	0.1	-4	3	-1	-7	-2
COc1ccc(C(=O)C2CCCN(C(=O)c3ccnn3C)C2)c(C)c1 (centres undefined)	-5	4	5	6	-1.6	-6	-2	-13	0	5
O=C1c2ccccc2C(=O)N1CCc1nc(-c2ccccn2)no1	4	0	12	-1	4.6	-4	-1	5	3	2
CN(C)/C=C1\N=C(c2ccc3c(c2)OCO3)OC1=O	-2	9	9	-1	-0.1	-2	-3	-5	-8	-3
Cc1ccc(NC(=O)CC2SC(=NC3CCCCC3)NC2=O)cc1 (centres undefined)	6	-13	42	-1	-0.4	3	-2	1	-5	3
O=c1[nH][nH]c(C(F)(F)F)c1C=Nc1ccc(Cl)cc1	-3	-11	36	0	0.0	-2	5	18	-17	3
N#Cc1cccc(CN2CCC(=O)N([C@H](CO)Cc3ccccc3)CC2)c1	1	5	5	5	0.4	-9	-4	-4	-23	6
C[C@H]1CN=C(N(C)C)N1CCC1CCCCC1	6	2	nt	-6	-0.3	-3	nt	0	-2	-2
Cc1cccc(NC(=O)c2ccc(-n3cccn3)c([N+](=O)[O-])c2)c1	-5	-9	14	17	-1.1	4	2	-9	-13	-15
O=C(NC(=S)Nc1ccccc1)c1ccc(Br)o1	-5	10	11	2	-0.8	0	2	-3	4	5
CC(=O)Oc1ccc2occ(C(=O)c3ccccc3)c2c1	2	-3	nt	-8	nt	nt	nt	nt	-18	5
CCn1cc(C(=O)OCC(=O)N(C)Cc2ccccc2)c(=O)c2ccc(C)nc21	4	5	37	-6	-0.3	2	1	4	-6	-1
COc1ccc(NC(=O)c2ccco2)cc1NC(=O)c1cccs1	-4	1	4	0	-0.4	-2	-3	8	2	-4
Cc1csc(NC(=O)c2cc(C)nc3ccccc23)n1	0	-3	18	-12	1.5	-1	-2	2	-9	-4

Retrieved by compound from above, 6 records:
SMILES	Rv3671c protease	MazEF act	VHR inh abs	CCHF vOTU inh	BoNT-A LC inh2	Anthrax LF inh2	3CLpro inhibitor	BoNT F protease	SSB-PriA inh	PrPC surface inh
C[C@H]1CN=C(N(C)C)N1CCC1CCCCC1	6	2	nt	-6	-0.3	-3	nt	0	-2	-2
O=C(O)CCCCCN=C1CCc2ccccc2N1	nt	-9	25	-16	0.1	-4	3	-1	-7	-2
CN(C)/C=C1\N=C(c2ccc3c(c2)OCO3)OC1=O	-2	9	9	-1	-0.1	-2	-3	-5	-8	-3
O=C1CC(=O)N(C2CCCCC2)C(=O)N1c1ccccc1S(=O)(=O)Oc1ccccc1	nt	nt	nt	3	0.6	-4	nt	6	nt	0
COc1ccc(C(=O)C2CCCN(C(=O)c3ccnn3C)C2)c(C)c1 (centres undefined)	-5	4	5	6	-1.6	-6	-2	-13	0	5
COc1ccc(NC(=O)c2ccco2)cc1NC(=O)c1cccs1	-4	1	4	0	-0.4	-2	-3	8	2	-4

The listing picks up with the 6 entries that preceded the break.
SMILES	Rv3671c protease	MazEF act	VHR inh abs	CCHF vOTU inh	BoNT-A LC inh2	Anthrax LF inh2	3CLpro inhibitor	BoNT F protease	SSB-PriA inh	PrPC surface inh
Cc1cccc(NC(=O)c2ccc(-n3cccn3)c([N+](=O)[O-])c2)c1	-5	-9	14	17	-1.1	4	2	-9	-13	-15
O=C(NC(=S)Nc1ccccc1)c1ccc(Br)o1	-5	10	11	2	-0.8	0	2	-3	4	5
CC(=O)Oc1ccc2occ(C(=O)c3ccccc3)c2c1	2	-3	nt	-8	nt	nt	nt	nt	-18	5
CCn1cc(C(=O)OCC(=O)N(C)Cc2ccccc2)c(=O)c2ccc(C)nc21	4	5	37	-6	-0.3	2	1	4	-6	-1
COc1ccc(NC(=O)c2ccco2)cc1NC(=O)c1cccs1	-4	1	4	0	-0.4	-2	-3	8	2	-4
Cc1csc(NC(=O)c2cc(C)nc3ccccc23)n1	0	-3	18	-12	1.5	-1	-2	2	-9	-4
CCOC(=O)N1CCN(C(=O)COC(=O)c2cc(Cl)c(O)c(Cl)c2)CC1	2	0	32	-5	-0.4	1	1	-1	-2	5
Cc1ccc2[nH]c(=O)c(CN(C)C(=O)c3cccs3)cc2c1	-1	16	7	-15	-0.3	1	2	-2	-13	3
COc1ccc2c(c1)C1NC(=S)N[C@@](C)(O2)C1C(=O)Nc1ccccc1 (some centres undefined)	4	1	-7	5	0.2	0	-5	-9	5	-2
NC(Cc1ccc(F)cc1)c1csc(Nc2ncccn2)n1 (centres undefined)	nt	nt	nt	3	-0.4	0	nt	-7	nt	59*
Cc1cc2nccnc2cc1C	nt	-2	nt	-5	-0.6	-3	nt	-2	-9	4
CC1(NC(=O)Cn2cc(C(F)(F)F)ccc2=O)CCS(=O)(=O)C1 (centres undefined)	0	4	nt	19	nt	nt	nt	nt	-7	4
COc1ccc(NC(=O)c2sc(SCc3ccccc3)nc2N)cc1	-10	6	-4	10	-0.8	-6	3	0	15	-1
CC(NC(=O)c1ccc(C(C)(C)C)cc1)C(=O)O (centres undefined)	3	4	12	-2	4.2	1	2	4	8	9
COc1ccc(Nc2nc3c(C)cccc3cc2C#N)cc1	-14	-39	16	0	7.8	1	3	0	-17	-2
Nc1nc(SCc2ccccc2)c2ncn(C3OC(CO)C(O)C3O)c2n1 (centres undefined)	nt	-1	nt	-21	0.3	1	nt	-2	0	5
Cc1coc2c(C)c3oc(=O)c(CCC(=O)NCCC(=O)O)c(C)c3cc12	7	3	-9	-1	-1.6	14	3	-16	-10	-7
CC(C)CNC(=S)NC(=O)c1ccc([N+](=O)[O-])cc1	0	-12	31	13	0.0	-2	0	3	21	-37
CCN(CC)CCNS(=O)(=O)c1ccc(Cl)cc1	-13	7	17	6	1.4	-5	-1	4	-8	-6
CC(=O)Nc1ccc(S(=O)(=O)N2CCN(C(=O)N3CCOCC3)CC2)cc1	-6	6	22	9	0.4	0	-1	-7	-8	1
CCNC(=O)N1C(=O)C2(OCCO2)c2ccccc21	-1	5	21	3	0.2	0	-2	4	-11	-5
CC1(C)Cc2c(cnn2-c2ccc(F)cc2)C(NC(=O)CCN2CCCC2=O)C1 (centres undefined)	-8	2	-15	0	0.4	0	1	2	-6	-3
CCOc1ccc(C2N(c3cc(C)on3)C(=O)C3CCCN32)cc1OC (centres undefined)	1	1	-1	6	-1.1	1	3	-5	-9	-4
C=CC[n+]1c(-c2ccccc2)csc1NC(C)(C)C	-5	-15	36	6	-0.6	-4	2	-6	16&-10	-9
Cn1c(O)c(C=Nc2ccc3c(c2)CCC3)c(=O)n(C)c1=O	-14	-10	14	-6	0.4	-7	nt	-9	-18	2
Cc1cc(Cl)cc(Cl)c1OCCN1CCCC1	0	2	64	-6	-3.9	0	-1	?	-3	-6
Cc1cccc2sc(N(CCN(C)C)C(=O)C3CCN(S(=O)(=O)c4cccs4)CC3)nc12	-10	-7	nt	9	-5.3	0	nt	-7	7	0
CCOC(=O)CC(=O)Nc1ncnc2c1C(c1ccccc1)c1c(ccc3ccccc13)O2 (centres undefined)	2	-3	nt	-3	-0.8	-12	nt	-7	-6	-2
CCCC[C@@H]1CN=C(N)N1CCc1cccc(F)c1	-6	9	nt	18	0.2	-11	nt	0	2	1
COc1ccccc1CNCc1cc(OC)c(OC)cc1OC	2	4	7	-11	0.7	-2	4	7	-16	-4
N=c1c2c3c(sc2ncn1N)CCCCC3	1	11	16	2	1.0	1	-3	0	-15	-3
N#C/C(=C/c1ccc(O)c(O)c1)C(=O)NCc1ccc(Cl)cc1	9	-6	1	5	-3.3	-3	4	-14	8	-5
CC(=O)Nc1nc(C)c(Oc2cccc(C(F)(F)F)c2)c(=O)[nH]1	5	2	13	-1	-0.2	-7	8	5	9	6

Screening data as filed in PubChem.
